Source: PubChem (Broad Institute)
SIRT5 inh – inhibitors of human sirtuin-5 desuccinylase; AID 652115; Q9NXA8; actives 1.1% (n = 330,000); inhibition, % at 15 µM; Purified SirT5, succinyl-peptide AMC, trypsin-coupled fluorescence; in the data active = inhibition above about 15%; inconclusive = no clear call, values can overlap the other calls
Target sequence (Q9NXA8 whole entry, looked up): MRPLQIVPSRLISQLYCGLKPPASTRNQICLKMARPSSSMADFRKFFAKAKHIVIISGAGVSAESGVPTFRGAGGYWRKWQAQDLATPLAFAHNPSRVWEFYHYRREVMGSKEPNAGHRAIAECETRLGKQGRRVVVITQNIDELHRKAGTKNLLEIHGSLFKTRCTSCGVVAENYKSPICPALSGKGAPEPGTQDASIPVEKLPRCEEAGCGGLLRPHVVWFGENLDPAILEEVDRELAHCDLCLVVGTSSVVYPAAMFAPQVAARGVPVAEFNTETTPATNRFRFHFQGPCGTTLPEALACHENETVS
Cneo AK release – Cryptococcus neoformans lysis via adenylate kinase release; lysis activity, % at 15 µM; C. neoformans lysis, adenylate kinase release luminescence, 4 h; normalised: neutral wells 0, clomiphene wells 100; actives 0.2% (n = 360,000);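 active = mean lysis activity across replicates of at least 80%, whatever share of replicates individually reach that level; inactive = mean lysis activity below 80%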
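Test system: log-phase Cryptococcus neoformans yeast cells; Quantity: yeast cell density of 5 × 10^6 cells/mL; Buffer or medium: YPD; Doses: single compound concentration per well; Timing: 4 h at 37 °C static, read 1 h later; Measured by: AK luminescence; Read-out basis: lysis from increased AK signal; Control set: Clomiphene as positive control.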
esBAF inh – SWI/SNF esBAF complex inhibition; mouse ES cells, Bmi1-luciferase knock-in reporter, 24 h; 100% = twice the neutral-well signal; reporter increase, % at 12.5 µM; actives 2% (n = 350,000); AID 602393; in the data active = activation above about 40%; inconclusive = no clear call, values can overlap the other calls;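 note: 0% = median of the plate's neutral control wells and 100% = double that signal; a rise in the Bmi1 reporter signal indicates esBAF inhibition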
Statin myotox sup – suppressors of simvastatin-induced myotoxicity in C2C12 myotubes | actives 0.78% (n = 330,000) | rescue of ATP level, % at 7.49 µM | ATP luminescence, 48 h; scaled: DMSO 0, geranylgeraniol control 100 | AID 602340;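 active = mean ATP rescue above about 67%, or every replicate alone reaching that limit, limit read from the data, passing the limit was not always enough; inconclusive = no clear call, values can overlap the other calls; inactive = mean under the limit and some replicate under it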;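 note: myotubes were challenged with 10 µM simvastatin during compound exposure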
ERp5 inh – blocks human ERp5 reductase activity on insulin; actives 0.05% (n = 350,000); inhibition, % at 9.99 µM; Q15084; ERp5 insulin aggregation, absorbance 650 nm, 90 min;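 active = mean replicate inhibition above about 25%, with every replicate also reaching it, limit read from the data, passing the limit was not always enough; inconclusive = only one of those two criteria met; inactive = neither criterion met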
Target sequence (Q15084 whole entry, looked up): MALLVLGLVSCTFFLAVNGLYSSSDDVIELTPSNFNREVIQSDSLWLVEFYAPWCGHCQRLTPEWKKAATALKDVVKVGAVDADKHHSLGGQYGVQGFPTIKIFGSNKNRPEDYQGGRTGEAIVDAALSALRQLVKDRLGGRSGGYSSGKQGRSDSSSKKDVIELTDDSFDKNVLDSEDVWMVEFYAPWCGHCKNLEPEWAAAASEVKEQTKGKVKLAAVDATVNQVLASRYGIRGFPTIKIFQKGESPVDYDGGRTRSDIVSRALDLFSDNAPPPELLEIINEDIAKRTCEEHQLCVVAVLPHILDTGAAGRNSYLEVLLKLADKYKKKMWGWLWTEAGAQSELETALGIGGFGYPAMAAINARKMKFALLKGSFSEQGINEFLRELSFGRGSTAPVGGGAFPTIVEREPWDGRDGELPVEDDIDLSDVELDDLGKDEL
miR122 inh – blocks miR-122 activity in Huh7 sensor cells; activation (reporter increase), % at 12.5 µM; Huh7 miR-122 Renilla luciferase sensor, 48 h; neutral wells = 0, positive control = 100; actives 0.3% (n = 340,000); AID 602342;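 active = mean replicate activation score at least 90 and every replicate individually at or above 90; inconclusive = only one of the two criteria met; inactive = neither criterion met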;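 note: higher luciferase means less miR-122 activity so hits act as miR-122 inhibitors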
ARNT TACC3 PPI – disruptors of human ARNT/TACC3 interaction | actives 0.66% (n = 390,000) | AID 623870 | inhibition, % at 9.99 µM | AlphaScreen His-ARNT PAS-B/GST-TACC3 binding, luminescence; TACC3 fragment carries E629A point mutation;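 active = mean inhibition of replicates at least 50% and at least half of replicates each reaching 50%; inconclusive = half or more replicates reach 50% but mean below 50%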;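 note: 0% = complete ARNT plus TACC3 wells and 100% = ARNT alone without TACC3; many hits fall short of the cut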
* = called active by the depositor; u = inconclusive; x = no result given; [ ] = dose if it differs, or a comment.

Values run as follows: SIRT5 inh, Cneo AK release, esBAF inh, Statin myotox sup, ERp5 inh, miR122 inh, ARNT TACC3 PPI
COc1ccccc1-c1cnc(C(O)c2ccc(Cl)cc2C)[nH]1 (stereo unspecified)
  -6, -3, -3, 15, 0, 3, x
COc1ccc(C(=O)NC2CC2)cc1OC1CCN(Cc2ccc(F)c(F)c2)CC1
  -2, 5, -1, 9, 3, 4, -2
COc1cc2c(cc1OC)C(c1cccc([N+](=O)[O-])c1)N(C(=O)c1ccc(F)cc1)CC2 (stereo unspecified)
  x, 0, -1, -58, x, x, 3
COc1ccc(S(=O)(=O)Nc2ccc3c(c2)CC(=O)N([C@H](C)CO)C[C@H](C)[C@H](CN(C)Cc2ccc(C(F)(F)F)cc2)O3)cc1
  3, 39, 2, 12, 0, 14[16.7 µM], -2
O=c1c2ccccc2cnn1CCOc1ccccc1
  x, -10, x, x, x, 1, -7
C[C@H](CO)N1C[C@H](C)[C@@H](CN(C)S(=O)(=O)c2ccccc2)OCCCC[C@H](C)Oc2ccc(NC(=O)Nc3ccc4c(c3)OCO4)cc2C1=O
  -1, -2, 3, x, 3, -5[16.7 µM], 14
CC(Oc1ccc(Cl)cc1)C(=O)Nc1nccs1 (stereo unspecified)
  x, -4, 14, 6, x, -4, 0
O=C(Nc1ccc(S(=O)(=O)N2CCOCC2)cc1)c1ccc(Br)o1
  x, -1, -12, 7, x, 12, -5
O=C(CNC(=O)c1ccccc1)NCC(=O)OCC(=O)c1ccc(F)cc1
  -1, 8, x, x, 3, 4, -9
CC(C)(C)NC(=O)c1ccncc1
  x, 0, -13, x, x, 2, 2
CCc1nc2c(OCCC3CCCCC3)cccn2c1N(C=O)Cc1ccc(OC)cc1
  0, 2, -5, -5, 3, -2, x
CCc1cc(=O)[nH]c(SCCc2ccccc2)n1
  x, -1, 4, 6, x, -5, 2
CCN(Cc1ccccc1)C(=O)CCc1nc(CN2CCN(C(=O)c3ccc([N+](=O)[O-])cc3)CC2)no1
  -4, 13, -2, -6, -1, 0, 3
OC[C@@H]1CN(Cc2ccccc2)C[C@H](n2cnc3c(NCc4ccc(F)cc4)ncnc32)O1
  x, -1, 46*, 20, -2, -6, x
Cc1cccn2c(CNCCCn3ncc4ccccc43)c(C(=O)N3CCCCC3)nc12
  -3, x, x, x, -2, x, -1
N#C/C(=C\c1ccc[nH]1)C(=O)c1ccccc1
  -2, -3, 0, 7, 5, -5, 20
O=C(CN1CCC(C(=O)c2ccc(F)cc2)CC1)Nc1ccccc1
  x, -1, 10, -33, x, -17, 4
O=C(O)CCC(=O)Nc1ccc(N2CCCCC2)c(C(=O)O)c1
  x, 2, -5, 8, x, -6, -7
CC(C)NC(=O)N[C@H]1C=C[C@H](CC(=O)NCc2ccc(Oc3ccccc3)cc2)O[C@H]1CO
  1, 1, 6, 5, -6, x, -1
COC(=O)c1ccc(C2C(C(=O)c3ccco3)=C(O)C(=O)N2c2cc(C)on2)cc1 (stereo unspecified)
  2, 1, 9, -7, -4, -9, 6

Reprinted at random: two records from the list, in no set order.
Values run as follows: SIRT5 inh, Cneo AK release, esBAF inh, Statin myotox sup, ERp5 inh, miR122 inh, ARNT TACC3 PPI
O=C(CN1CCC(C(=O)c2ccc(F)cc2)CC1)Nc1ccccc1
  x, -1, 10, -33, x, -17, 4
OC[C@@H]1CN(Cc2ccccc2)C[C@H](n2cnc3c(NCc4ccc(F)cc4)ncnc32)O1
  x, -1, 46*, 20, -2, -6, x

The listing continues:
Values run as follows: SIRT5 inh, Cneo AK release, esBAF inh, Statin myotox sup, ERp5 inh, miR122 inh, ARNT TACC3 PPI
C=CCN1C(=O)N(CC=C)c2cccc3cccc1c23
  4, 1, -9, 10, 3, 10, -11
COc1cccc(NC(=O)N2CCN(c3cccc(C)c3)C(C)C2)c1 (stereo unspecified)
  x, x, 23, 7, x, -3, -1
O=C(Cc1ccccc1)NCCS(=O)(=O)N1CCN(c2cccc(Cl)c2)CC1
  -4, 1, 1, 13, 2, -7, -1
Cn1nnc2cc(NC(=O)Nc3cccc(C(F)(F)F)c3)ccc21
  -7, 3, -3, -33, 1, -1, -3
O=C(Cc1cccs1)N1CCN(S(=O)(=O)c2ccc(F)c(F)c2)CC1
  -2, 2, 4, 6, 1, x, -2
O=C(Cn1nc(-c2ccc3c(c2)OCCO3)ccc1=O)Nc1ccc(-n2cnnn2)cc1
  -3, x, x, x, -5, x, -13
Cc1ccc(-c2cc(-c3ccccc3C)[nH]n2)c(O)c1
  x, 10, -5, -28, x, 5, -1
COc1ccccc1CN(Cc1cc2cc3c(cc2[nH]c1=O)OCCO3)Cc1nnnn1Cc1ccco1
  x, -3, 8, 0, x, -9, 4
CCCN(C)C[C@H]1OCCCC[C@H](C)Oc2ccc(NC(=O)Cc3ccccc3)cc2C(=O)N([C@H](C)CO)C[C@H]1C
  2, 2, -3, 2, 1, -4[16.7 µM], 0
O=C(COC(=O)c1cc(-c2cccs2)nn1-c1ccccc1)Nc1ccc(F)c([N+](=O)[O-])c1
  x, x, -9, 4, 9, 0, -4
CC(C)CN(C(=O)COC(=O)C1=COCCO1)c1c(N)n(Cc2ccccc2)c(=O)[nH]c1=O
  2, 0, -8, 6, 2, x, -4
CC(=O)c1ccc(OCc2cc(C(=O)N(C)C(C)c3ccon3)no2)cc1 (stereo unspecified)
  -2, -1, 3, 3, 4, 3, 3
Cc1c(NC(=O)COC(=O)CCC(=O)c2ccc(Cl)cc2)c(=O)n(-c2ccccc2)n1C
  1, 0, 2, 0, 3, -1, -10
Cc1nc2ccccc2c2oc(C(=O)NCCCN3CCCC3=O)cc12
  0, 1, 4, 0, -1, -6, 13
CCCS(=O)(=O)Nc1cccc(-c2cn3c(n2)SCC3)c1
  -4, 0, 1, -12, -12, -5, 2
Cc1noc(C)c1NC(=O)N(C)C[C@@H]1OCCCC[C@@H](C)Oc2ccc(NC(=O)Nc3ccc4c(c3)OCO4)cc2C(=O)N([C@H](C)CO)C[C@@H]1C
  -2, 1, 1, -14, 1, 9[16.7 µM], -7
CCN1CCc2[nH]c3ccccc3c2C1
  -2, 0, 5, -2, -3, 0, 6
Cc1cc(NS(=O)(=O)c2ccc(NC(=O)NC(C)(C(F)(F)F)C(F)(F)F)cc2)no1
  x, 1, -10, 4, x, x, 5
CC(=O)NC(c1cccc(F)c1)c1nc(-c2cc(F)cc(Cl)c2)cs1 (stereo unspecified)
  2, 3, 1, 10, 4, -4, x
O=C(COC(=O)/C=C/c1ccc(Cl)cc1)Nc1cccc(S(=O)(=O)NC2=NCCCCC2)c1
  -5, -1, -4, 7, 3, -7, 0
O=C(Nc1cccnc1Cl)c1ccc(Cl)cc1
  -2, -1, u, -6, 10, 10, -4
C[C@H]1CN([C@@H](C)CO)C(=O)c2cc(-c3cccc(C#N)c3)cnc2O[C@@H]1CN(C)C(=O)c1ccccn1
  -7, 2, -2, 29, 17, 3[16.7 µM], -2
O=C(Nc1c(C(=O)Nc2ccccc2)cnn1-c1ccccc1)c1ccco1
  -4, 1, 6, 2, -5, x, 3
COc1ccc(CNC(c2ccccc2)c2ccc(Cl)cc2)cc1 (stereo unspecified)
  -1, 1, -7, 14, 1, x, -5
Cc1cccc2sc(NC(=O)C3CCCO3)nc12 (stereo unspecified)
  x, -1, 74*, 16, 0, 3, -1
C[C@@H](NC(=O)C[C@@H]1CC[C@H]2[C@@H](COC[C@H](O)CN2Cc2cc(F)ccc2F)O1)c1ccccc1
  5, -1, 2, 16, 2, 6[16.7 µM], -13
Cc1ccnc(NC(=O)Cc2ccc([N+](=O)[O-])cc2)c1
  -1, x, 25, 1, -3, -6, 10
C[C@H]1CN([C@@H](C)CO)C(=O)Cc2cc(NC(=O)NC3CCCCC3)ccc2O[C@@H]1CN(C)Cc1ccc(C(=O)O)cc1
  9, 0, 3, 7, -3, -1[16.7 µM], -5
CCOC(=O)c1cccc(NC(=O)CSc2nnnn2CC)c1
  x, 0, -4, 1, x, 55, -5
COC(=O)c1cc(S(=O)(=O)N2CCN(c3ccccc3OC)CC2)cn1C
  0, 7, -3, 1, -4, 0, 0

Shown as a hit in esBAF inh, among the entries above:
compound | SIRT5 inh | esBAF inh | ERp5 inh | miR122 inh | ARNT TACC3 PPI
OC[C@@H]1CN(Cc2ccccc2)C[C@H](n2cnc3c(NCc4ccc(F)cc4)ncnc32)O1 | x | 46* | -2 | -6 | x
Cc1cccc2sc(NC(=O)C3CCCO3)nc12 (stereo unspecified) | x | 74* | 0 | 3 | -1

Next part:
Values run as follows: SIRT5 inh, Cneo AK release, esBAF inh, Statin myotox sup, ERp5 inh, miR122 inh, ARNT TACC3 PPI
CCn1cc([N+](=O)[O-])c(C(=O)N2CCCCCC2)n1
  3, 0, -4, 2, -2, x, x
COc1ccccc1OCCNC(=O)C(=O)c1c[nH]c2ccccc12
  3, -2, -1, -20, 5, 9, 7
CCOC(=O)C(=O)N1CCN(c2cc3c(cc2[N+](=O)[O-])n(C)c(=O)n3C)CC1
  -2, 2, 1, 9, -4, -2, -4
OC1CCCN(CC(O)COC(c2ccc(F)cc2)c2ccc(F)cc2)C1 (stereo unspecified)
  -6, 0, 5, 11, 13, x, -8
COc1cccc(SCc2noc(C(=O)NCC3CCCO3)c2C(=O)O)c1 (stereo unspecified)
  -7, 1, -3, 0, 1, -7, -3
O=S(=O)(c1cc(-c2nnc(-c3ccc(Br)cc3)o2)ccc1Br)N1CCCCCC1
  x, -1, -6, 4, x, 1, 1
COc1cc(/C(=C/c2ccccc2)c2ccccc2)c2c(c1)oc1ccccc12
  x, 0, x, x, 0, 6, -5
Nc1nc2c(ncn2C2CCCC2)c(=O)[nH]1
  -17, -3, -3, -5, 7, x, x
Cc1ccc2cc(CCNC(=O)c3cccs3)c(=O)[nH]c2c1
  x, 0, 54*, -6, 0, 1, -3
CCOC(=O)C1CCC(CNCc2ccccc2C)CC1 (stereo unspecified)
  -1, 0, 4, 5, 3, -2, -1
CCN(Cc1ccc(OC)c(F)c1)C(=O)/C=C/c1ccc(S(=O)(=O)N2CCOCC2)cc1
  5, 1, 2, 0, 1, x, 0
Cc1ccccc1-n1c(N)cc(=O)[nH]c1=S
  x, 0, -7, 2, x, -5, -5
O=C(CC1(O)C(=O)N(CCc2ccccc2)c2ccccc21)c1ccccn1 (stereo unspecified)
  -2, 0, 3, 8, 0, 4, -6
O=S(=O)(Cc1nnnn1-c1ccccc1)c1ccccc1
  -1, -1, x, x, 5, -2, -2
Cc1cccc(N2CCN(S(=O)(=O)c3ccc4c(c3)OCCO4)CC2)c1C
  -1, -1, -2, 7, 1, 1, 9
CCCCNC(=S)N(CCCO)Cc1cc2cc3c(cc2[nH]c1=O)OCCO3
  4, -3, 0, 6, 2, -2, 9
C/C(CC1CC(COCCC(C)C)OC1=O)=N\NC(N)=S (stereo unspecified)
  x, -1, -2, -74, x, -12, -5
CCCNC(=O)[C@H]1[C@H](CO)[C@H]2Cn3c(ccc(-c4ccccc4F)c3=O)[C@@H]1N2S(C)(=O)=O
  -9, 51, 2, -5, 0, 3[16.7 µM], -7
